Source: PubChem BioAssay (National Center for Advancing Translational Sciences (NCATS))
FUS yeast rescue – qHTS for Suppressors of FUS Proteinopathy: Primary screen using FUS-linked yeast assay; S. cerevisiae FUS-expressing, growth rescue, OD600, 24 h; Potency, µM (highest dose often 76.6 µM), for inactives: top-dose growth rescue (activation), usual class: activators; hit rate 0.24% among 390,000;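 note: plate controls were DMSO vehicle for no effect and reference control for full effect; nearly all actives have a fitted effect of over 55% in size; some results filed as inactive show a strong effect at the top dose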
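Yeast expressing FUS under galactose induction, OD 0.005 in 2% galactose medium; compounds in a dilution series, 24 h at 30C. Growth rescue by absorbance at 600 nm; CP55940 positive control, DMSO negative.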
Abeta rescue – qHTS for compounds that reverse cellular toxicity of Amyloid beta (A-beta) peptide in yeast: Primary Screen; yeast expressing A-beta42, growth rescue, OD600, 48 h; response scale: 0% DMSO, 100% iron-clioquinol control; Potency, µM (top dose mostly 46.1 µM), without a hit: at the highest dose growth rescue, actives largely listed as activators; hit rate 0.063% among 410,000; note: nearly all actives have a fitted effect of over 55% in size
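Growth rescue measured by 600 nm absorbance after 48 h yeast culture at 30 C with compound. Values normalized between DMSO and an equimolar ferric chloride plus clioquinol control.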
* = called active by the depositor; u = inconclusive; [ ] = remark or other dose. Calls come from the whole dose curve; as a rule, active = well fitted activation curve with a large enough effect; inconclusive = small, poorly fitted or top-dose-only effect; inactive = no such curve, though single readings can be large or run the other way. Potency is the fitted concentration of half-maximal effect. These rows are one share of the data; rates above refer to the full screens.

Every second line gives: FUS yeast rescue, Abeta rescue
COc1ccc(Cn2c(SCC(N)=O)nc3c(sc4ccccc43)c2=O)cc1
  -5.6%, 0.2%
Cn1c(=O)c2c(ncn2CC(=O)Nc2cccc(Cl)c2Cl)n(C)c1=O
  -9.4%, -8.7%
COc1ccc(OC)c(NC(=O)C2=C(C)C(=O)OC23CCCCCC3)c1
  19.5%, -25.2%
Cc1ccc(N(CC(C)C)S(=O)(=O)c2nnc(NC(=O)c3ccco3)s2)cc1
  7.9%, -12.7%
Cc1cccc(NC(=O)CSc2nc3ccc(NC(=O)COc4ccc(Cl)cc4)cc3s2)c1
  23.9%, -14.0%
COCc1nc2ccccc2n1CCOc1cccc(C)c1
  -21.7%, 28.2%
Cc1cc(NC(=O)c2ccc(-c3ccc(Cl)cc3)o2)cc(-c2nc3ncccc3o2)c1O
  24.8%, -10.8%
CCOc1ccc(NC(=O)c2ccc3[nH]c(C)cc(=O)c3c2)cc1
  -22.1%, -19.5%
COc1ccc2oc(=O)c(-c3nc(-c4ccc(C)c(C)c4)cs3)cc2c1
  -11.0%, 13.2%
Cc1cc(C)cc(-n2nnc(-c3nc(-c4ccccc4F)no3)c2C)c1
  5.7%, 1.7%
Cc1ccc(NC(=O)Cc2ccc(NC(=O)N3CCCCc4ccccc43)cc2)cc1
  21.1%, -5.8%
COc1cc(C(=O)Nc2ccc(OCc3cc(=O)n4ccc(C)cc4n3)cc2)cc(OC)c1OC
  -5.6%, -9.8%
COc1ccc(-n2nnc(-c3nc(-c4cccs4)no3)c2N)cc1OC
  3.3%, -9.2%
CCN1CCN(c2c(S(=O)(=O)c3ccccc3)cnc3ccc(Cl)cc23)CC1
  19.9%, -10.2%
CCOc1ccc(NC(=O)c2oc3ccccc3c2NC(=O)C(C)Oc2ccccc2)cc1 (stereo not drawn)
  14.9%, -1.1%
COc1ccc(CNC(=O)c2cc3c(=O)[nH]c4ccccc4c3s2)cc1
  -28.5%, 3.8%
CC1=C(c2ccc(C)cc2)S(=O)(=O)N(Cc2ccc(C(=O)Nc3ccc(C)c(F)c3)cc2)C1=O
  0.8%, -9.5%
O=C(NCc1ccccc1Br)c1ccc2nc(N3CCCCC3)sc2c1
  -32.3%, 3.0%
COc1ccc(OC)c(CCNC(=O)c2cc3c(s2)-c2c(C)cccc2OC3)c1
  -12.8%, -12.2%
Cc1ccc(O)c(NC(=O)c2cc(-c3ccc(F)cc3)no2)c1
  -9.2%, -7.0%
COC(=O)c1cc(-c2ccc(C)cc2)c2c(=O)n(C)c(=O)n(C)c2n1
  -15.2%, -9.6%
O=C(Cn1c(=O)oc2ccccc21)NCc1ccccc1Cl
  -0.4%, 19.1%
CCC(C(=O)Nc1cc(C)ccc1C)n1c(=O)c(C(F)(F)F)nc2ccccc21 (stereo not drawn)
  6.4%, -13.6%
COc1ccc(CCNC(=O)C2CCN(c3ncnc4c3nc3n4CCCCC3)CC2)c(OC)c1
  13.7%, -11.7%
COc1ccc(C(=O)N2CCC(C(=O)Nc3ccc(Cl)cc3)CC2)cc1
  11.9%, 9.7%
Cc1ccccc1CC1C(=O)Nc2ccc(Br)cc21 (stereo not drawn)
  28.0%, u
Cc1nc2nc(C)c(CCC(=O)NCc3ccccc3)c(C)n2n1
  -8.8%, -7.7%
COc1ccc(-c2cn3cccnc3n2)cc1NC(=O)Nc1cc(C)ccc1C
  18.7%, 8.9%
COc1ccc(CCNC(=O)c2nc(SCc3ccccc3F)ncc2Cl)cc1OC
  14.9%, -6.5%
O=C(c1ccc(CSc2nc3ccncc3n2Cc2ccc(F)cc2)cc1)N1CCCCCC1
  12.6%, 4.2%

Profiles, quoted from the list.
CCC(C(=O)Nc1cc(C)ccc1C)n1c(=O)c(C(F)(F)F)nc2ccccc21 (stereo not drawn) in the list: FUS yeast rescue: 6.4%; Abeta rescue: -13.6%
COc1ccc(CCNC(=O)C2CCN(c3ncnc4c3nc3n4CCCCC3)CC2)c(OC)c1 in the list: FUS yeast rescue: 13.7%; Abeta rescue: -11.7%
O=C(Cn1c(=O)oc2ccccc21)NCc1ccccc1Cl in the list: FUS yeast rescue: -0.4%; Abeta rescue: 19.1%

Additional compounds:
Every second line gives: FUS yeast rescue, Abeta rescue
COc1ccc(-c2nc3sc(CCNC(=O)C(=O)Nc4ccccc4C#N)c(C)n3n2)cc1
  -13.6%, 0.5%
CN(C1CCCCC1)S(=O)(=O)c1ccc2c(c1)c(=O)c(C(=O)NCc1ccccc1Cl)cn2C
  5.4%, -14.0%
CN(C(=O)Cn1c(=O)n(Cc2ccc(C(=O)NCc3ccc4c(c3)OCO4)cc2)c(=O)c2ccccc21)c1ccccc1
  u, -11.1%
CCOc1ccc2nc(NC(=O)c3nc(SC(C)C)ncc3Cl)sc2c1
  1.6%, -13.2%
CN(CC(=O)Nc1cccc(F)c1)S(=O)(=O)c1ccc2c(c1)n(C)c(=O)c(=O)n2C
  3.4%, -0.6%
Cc1oc(-c2ccc(Cl)cc2)nc1CN1CCCC(C(=O)NCCc2ccccc2)C1 (stereo not drawn)
  11.1%, -16.2%
Cc1ccccc1Nc1c(-c2ccc(N3CCOCC3)cc2)nc2ccc(Br)cn12
  30.8%, 17.3%
CCOc1ccc(C2CC(=O)c3c([nH]c(C(=O)OCCOc4ccccc4)c3C)C2)cc1 (stereo not drawn)
  -3.0%, -20.8%
Cc1ccc(-c2nc(CCNC(=O)C(=O)Nc3ccc(F)cc3F)cs2)cc1
  -5.2%, -7.8%
CN(Cc1ccccc1)C(=O)c1cc(-c2cccc(Cl)c2)on1
  32.1%, -13.7%
Cc1ccc(C)c(CNC(=O)C2CCN(c3nc4ccccc4nc3C(F)(F)F)CC2)c1
  -8.3%, -14.2%
Cc1ccc(Cn2c(=O)n(CC3CCC(C(=O)N4CCOCC4)CC3)c(=O)c3sccc32)cc1 (stereo not drawn)
  -28.4%, -19.5%
COc1ccccc1Cn1c(CNS(=O)(=O)c2cccc([N+](=O)[O-])c2)nc2cccnc21
  u, -5.1%
Cc1cc2ccccc2n1-c1ccc(C(=O)N2CCCCC2)s1
  34.9%, -17.4%
CCc1ccc(-n2nc3cc(C)c(NC(=O)c4ccccc4C)cc3n2)cc1
  -19.6%, -6.0%
CCC(=O)N1CCc2cc(S(=O)(=O)NC(CC(C)C)C(=O)Nc3cc(C)ccc3OC)ccc21 (stereo not drawn)
  -14.5%, -7.6%
CN(C)c1ccc(C(=O)Nc2c(C(=O)NC(C)(C)C)oc3ccccc23)cc1
  -9.5%, 11.5%
COc1ccc(NC(=O)c2sc3nc(C)c(C(=O)Nc4ccc(C)cc4C)c(-c4ccc(C)o4)c3c2N)cc1
  u, -4.0%
O=C(CSc1nc2ccccc2nc1Cc1ccccc1)N1CCc2ccccc21
  -0.6%, -7.0%
O=C(COc1ccccc1-c1nc(-c2ccccc2)no1)Nc1ccccc1[N+](=O)[O-]
  4.6%, -6.4%
COc1ccccc1-c1nnc(C2CCN(C(=O)c3cccc(Cl)c3)CC2)o1
  13.6%, -1.8%
Cc1ccc(CN2CCN(C3CCN(C(=O)c4ccccc4)CC3)C(=O)C2=O)cc1
  0.6%, -9.0%
CC1CCCN(S(=O)(=O)c2ccc(NC(=O)c3nc(SC(C)C)ncc3Cl)cc2)C1 (stereo not drawn)
  6.8%, 3.0%
COc1ccc2c(CNCCc3cccs3)c(C(=O)O)n(Cc3cccc(F)c3)c2c1
  18.7%, 3.8%
CCn1cc(S(=O)(=O)c2cccc(Cl)c2)c(=O)c2cc(F)c(N3CCC(C)CC3)cc21
  -11.7%, -3.0%
COC(=O)c1cc(C)nc2c1c(=O)nc(SCc1ccccc1Cl)n2C1CC1
  u, -55.3%[inhibitor]
CCc1nc2sc3c(N4CCC(C)CC4)ncnc3c2c2c1CCCC2
  -8.3%, -16.5%
Cc1ccc(-n2nc(C)c3c(C)cc(=O)n(CC(=O)NCc4ccc(OC(C)C)cc4)c32)cc1
  -29.6%, -18.4%
CCOc1ccc(CNC(=O)C2CCN(S(=O)(=O)c3cn(C)cn3)CC2)cc1
  0.8%, -16.0%
O=C1C(=O)N(C2CCN(S(=O)(=O)c3ccccc3)CC2)CCN1Cc1ccccc1
  -5.3%, -18.6%
O=C(CC1N=C2c3ccccc3N=C(SCC(=O)Nc3cccc(C(F)(F)F)c3)N2C1=O)NCc1cccs1 (stereo not drawn)
  u, 3.7%
CCc1nn2c(-c3ccco3)ccnc2c1-c1ccccc1
  22.8%, -11.7%
COc1cc(-c2noc(C3CC(=O)N(c4ccc5c(c4)OCCO5)C3)n2)cc(OC)c1OC (stereo not drawn)
  u, -10.3%
O=C(NCCc1ccc(Cl)cc1)c1cccn1-c1nnc(N2CCCC2)s1
  38.9%, -12.7%
Cc1cccc(N(CC(=O)NCCSc2ccc(Cl)cc2)S(=O)(=O)c2ccccc2)c1C
  u, 14.6%
COc1cccc(NC(=O)CN(C)S(=O)(=O)c2ccc3nc(C)sc3c2)c1
  19.9%, 14.5%
CCc1ccc(-c2ccc3nnc(SCC(=O)Nc4cccc(C(C)=O)c4)n3n2)cc1
  -4.5%, -9.0%
CCc1ccc(NC(=O)c2ccc(NS(=O)(=O)c3c(C)noc3C)cc2)cc1
  -29.3%, -12.2%
Cc1nn2c(=O)cc(COC(=O)c3ccc(NC(=O)c4cccc(Br)c4)cc3)nc2s1
  7.3%, -19.0%
O=C(CCc1cn(Cc2ccc(F)cc2)c2ccccc12)NCCc1ccc(Cl)cc1
  -6.3%, 0.6%
O=C(Cn1c(=O)c(C(F)(F)F)nc2ccccc21)Nc1ccc(Br)cc1F
  -1.2%, 5.9%
CCc1ccc(OCC(=O)Nc2ncn[nH]2)c(Br)c1
  -23.6%, -8.3%
COc1cc(CNCCSc2nnnn2C)ccc1OCc1ccc(F)cc1
  -2.1%, -5.0%
COc1ccc(C(=O)c2oc3ccccc3c2NC(=O)c2cccc(OC)c2)cc1
  -2.7%, -13.2%
CSCCC(NS(=O)(=O)c1ccc2c(c1)oc(=O)n2C)C(=O)N1CCN(c2cccc(Cl)c2)CC1 (stereo not drawn)
  7.3%, -15.0%
Cc1cccc(-c2noc(-c3ccc(N4CCN(C)CC4)c([N+](=O)[O-])c3)n2)c1
  7.4%, -22.9%
CCOc1ccccc1CNC(=O)c1cnc2sc(N3CCCC3)nn2c1=O
  17.0%, -23.3%
CCOc1ccc(NC(=O)[C@H]2O[C@@H]3OC(C)(C)O[C@@H]3[C@H]3OC(C)(C)O[C@H]32)cc1
  -22.1%, -8.5%
COC(=O)c1ccc(NC(=O)CN2C(=O)c3cccc4cccc2c34)cc1
  9.7%, -5.9%
COc1cc(-c2nnc(SCC(=O)Nc3ccc(F)c(Cl)c3)o2)cc(OC)c1OC
  -23.8%, -13.7%

Next section:
Every second line gives: FUS yeast rescue, Abeta rescue
O=C(CCn1nc(-c2ccc(Cl)cc2)c2ccccc2c1=O)Nc1ccc(OC(F)(F)F)cc1
  -3.1%, -1.4%
Cc1ccc(-n2nc3c(=O)n(C(C)C(=O)O)nc(C)c3c2C)cc1 (stereo not drawn)
  -19.3%, -15.0%
Cc1cccn2c(=O)cc(CSc3nnc(NC(=O)COc4ccc(F)cc4)s3)nc12
  -6.4%, -6.0%
CCOC(=O)C1CCCN(C(=O)Cn2ncc3c4ccccc4n(Cc4ccc(F)cc4)c3c2=O)C1 (stereo not drawn)
  30.0%, 18.4%
COC(=O)c1ccc2c(c1)N(Cc1ccc(F)cc1)C(=O)c1ccccc1S2
  0.7%, -16.2%
Cc1cc(NC(=O)N2CCC(CN3CCOCC3)CC2)ccc1Br
  -3.1%, -7.6%
CCOC(=O)c1cc(-c2ccccc2)n(CC(=O)NCc2ccc(C)cc2)c1C
  1.6%, -11.7%
COc1ccc(OC)c(NC(=O)Cc2c(C(=O)O)n(C)c3ccc(C)cc23)c1
  9.1%, 3.4%
COc1ccccc1NC(=O)CSc1oc(-c2ccccc2)nc1S(=O)(=O)c1ccccc1
  -3.0%, -4.9%
COc1ccc(-c2nc(SCC(=O)N3CCCCC3C)n[nH]2)cc1 (stereo not drawn)
  14.2%, -10.7%
Cc1ccc(C(=O)Nc2ccc(F)cc2)cc1S(=O)(=O)N1CCOCC1
  -4.2%, -9.7%
COC(=O)c1scc(-c2ccc(C)cc2)c1S(=O)(=O)Nc1ccc(NC(C)=O)cc1
  -17.8%, -8.1%
Cc1nn(CC(=O)NC2CC2)c(=O)c2cc3cc(F)ccc3n12
  0.5%, -1.3%
CCOC(=O)c1c(C)[nH]c(C)c1S(=O)(=O)N1CCCC(C(=O)Nc2ccc(OC)c(OC)c2)C1 (stereo not drawn)
  8.4%, -16.6%
Clc1ccc(N2CCN(c3ncnc4c3cnn4-c3ccccc3)CC2)cc1Cl
  -21.5%, -4.5%
Cc1cc(Cl)ccc1NC(=O)c1cccc(NC(=O)N2CCSc3ncccc32)c1
  14.7%, -1.4%

Arranged by value in FUS yeast rescue (falling): some entries from above.
Compound	FUS yeast rescue
O=C(c1ccc(CSc2nc3ccncc3n2Cc2ccc(F)cc2)cc1)N1CCCCCC1	12.6%
CCc1nc2sc3c(N4CCC(C)CC4)ncnc3c2c2c1CCCC2	-8.3%
Cc1ccc(-n2nc(C)c3c(C)cc(=O)n(CC(=O)NCc4ccc(OC(C)C)cc4)c32)cc1	-29.6%
